ARNT TACC3 PPI: disruptors of human ARNT/TACC3 interaction; inhibition, % at 9.99 µM; AlphaScreen His-ARNT PAS-B/GST-TACC3 binding, luminescence; TACC3 fragment carries E629A point mutation; 0.66% of 390,000 active; Q9Y6A5;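 active = mean inhibition of replicates at least 50% and at least half of replicates each reaching 50%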;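 also: 0% = complete ARNT plus TACC3 wells and 100% = ARNT alone without TACC3; many hits fall short of the cut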
E-selectin induc: E-selectin induction on HUVECs | HUVEC E-selectin immunofluorescence imaging; normalized: neutral wells 0, TNF-alpha wells 100 | activation, % at 7.58 µM | 0.37% of 260,000 active;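 active = mean E-selectin-positive cell signal at least 10% of the positive control, reached in at least 60% of replicates, without over 20% cell loss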;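 also: in these data hits start at about 27%; measured in HUVEC primary endothelial cells; signal is the percent of cells scored E-selectin positive by PE staining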
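material = human umbilical vein endothelial cells (HUVEC), E-selectin induction | quantity = 3,000 cells/well | medium = EGM-2 growth medium on 0.1% gelatin-coated wells | technique = immunofluorescence imaging | read-out basis = % PE-positive cells | control set = TNF-alpha positive control, DMSO neutral control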
RAD54 inh: RAD54 (human) branch migration inhibition; AID 602329; Q92698; 0.14% of 360,000 active; inhibition, % at 10.4 µM; RAD54 Holliday junction branch migration, FAM/BHQ fluorescence;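 active = mean normalized replicate activity at least 40 and at least half of replicates scoring 40 or more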;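 also: 0% = median of neutral control wells and 100% = median of positive control wells; inhibitors cause a drop in the FAM fluorescence signal; in these data hits start at about 50%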
PglD DTNB: inhibitors of Campylobacter jejuni PglD acetyltransferase; inhibition, % at 12.5 µM; 0.098% of 360,000 active; purified PglD enzyme, DTNB colorimetric CoA detection; in the data active = inhibition above about 16%, passing the limit was not always enough; also: strong numbers were not always called active
CASP6 VEID inh: blocks human caspase-6 cleavage activity. P55212. purified caspase-6, Z-VEID-R110 cleavage fluorescence. inhibition, % at 12.5 µM. 0.53% of 350,000 active. AID 686996;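 active = mean inhibition across replicates at least about 35%, with every replicate also reaching that limit, limit read from the data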;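 also: 0% = median of neutral control wells and 100% = no fluorescence left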
Target sequence (P55212 24-179 limits assumed): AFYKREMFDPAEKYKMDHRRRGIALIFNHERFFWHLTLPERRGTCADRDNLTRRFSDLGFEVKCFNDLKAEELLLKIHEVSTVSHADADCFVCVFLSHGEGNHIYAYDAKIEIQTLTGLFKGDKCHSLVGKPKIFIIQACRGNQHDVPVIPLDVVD
Target sequence (P55212 194-293 limits assumed): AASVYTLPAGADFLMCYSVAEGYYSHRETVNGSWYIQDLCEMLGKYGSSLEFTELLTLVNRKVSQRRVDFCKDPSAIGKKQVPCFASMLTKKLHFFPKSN
RAD52 inh: blocks human RAD52 DNA annealing; P43351; inhibition, % at 18.7 µM; 0.46% of 360,000 active; recombinant RAD52 DNA annealing, FRET fluorescence;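 active = every replicate showing at least 50% inhibition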
Target sequence (P43351 whole entry, looked up): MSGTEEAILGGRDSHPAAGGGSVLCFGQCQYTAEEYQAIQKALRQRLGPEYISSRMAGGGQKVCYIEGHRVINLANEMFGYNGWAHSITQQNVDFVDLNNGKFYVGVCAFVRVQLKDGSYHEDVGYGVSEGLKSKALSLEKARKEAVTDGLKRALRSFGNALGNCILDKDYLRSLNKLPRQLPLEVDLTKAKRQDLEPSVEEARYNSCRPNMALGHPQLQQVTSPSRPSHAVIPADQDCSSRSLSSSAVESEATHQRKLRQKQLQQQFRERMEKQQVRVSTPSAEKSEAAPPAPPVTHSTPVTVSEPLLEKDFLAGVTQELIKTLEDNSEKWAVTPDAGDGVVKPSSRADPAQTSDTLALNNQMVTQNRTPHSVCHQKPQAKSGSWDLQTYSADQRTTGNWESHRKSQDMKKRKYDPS
esBAF inh: blocks esBAF chromatin remodeling in mouse ES cells; Bmi1-luciferase knock-in reporter, 24 h; 100% = twice the neutral-well signal; AID 602393; reporter increase, % at 12.5 µM; 2% of 350,000 active; in the data active = activation above about 40%;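 also: 0% = median of the plate's neutral control wells and 100% = double that signal; a rise in the Bmi1 reporter signal indicates esBAF inhibition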
ERp5 inh: inhibitors of human ERp5; inhibition, % at 9.99 µM; Q15084; AID 651711; ERp5 insulin aggregation, absorbance 650 nm, 90 min; 0.05% of 350,000 active;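 active = mean replicate inhibition above about 25%, with every replicate also reaching it, limit read from the data, passing the limit was not always enough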
* marks the source's active call; other numbers are inactive results; / = no result given; & = joins results of further samples.

SMILES	ARNT TACC3 PPI	E-selectin induc	RAD54 inh	PglD DTNB	CASP6 VEID inh	RAD52 inh	esBAF inh	ERp5 inh
CCc1cc(C(=O)NC2CCCN(Cc3ccccc3F)C2)n(C)n1 (centres undefined)	7	/	/	/	-3	-25	-3	2
Cc1ccc([N+](=O)[O-])c(OCCCNCC(C)O)c1 (centres undefined)	-1	-3.4	/	/	-14	3	/	0
COc1ccc(CCNC(=O)Nc2ccc3c(c2)c(=O)n(C)n3CC=C(C)C)cc1OC	/	-0.1	-9	-5	0	-16	0	-7
Cc1ccc(S(=O)(=O)N2CCOCC2)cc1C(=O)NNC(=O)c1ccoc1C	-2	1.4	/	/	0	3	0	-4
COc1ccccc1OCc1ccc(C(=O)NCC2CCCO2)cc1 (centres undefined)	-9	1.3	0	1	-2	12	19	-3
CC1CCCCN1C(=S)NC(=O)c1cc(Br)ccc1Cl (centres undefined)	6	/	-9	6	0	-15	2	3
COC(=O)C(O)(CC(=O)Nc1ccccc1OC)C(F)(F)F (centres undefined)	-3	/	-12	-6	/	/	5	/
CN(C)CCN(C(=O)c1cccc(Cl)c1)c1nc2c(Cl)cccc2s1	/	0.2	16	3	/	/	-4	/
COc1ccc(S(=O)(=O)N(C)C[C@@H]2Oc3ccc(NS(=O)(=O)c4cccs4)cc3CC(=O)N([C@H](C)CO)C[C@@H]2C)cc1	-4	-0.4	9	-2	-1	9	8	0
COc1cccc(OCCOCCOc2ccc(C)cc2[N+](=O)[O-])c1	-3	1.8	/	/	1	-18	/	-8
COc1ccc2c3c([nH]c2c1)[C@@H](CO)N(C(=O)C1CCOCC1)CC31CCN(Cc2nccs2)CC1	/	0.0	/	/	-2	12	/	-1
CN(C(=O)c1cccs1)c1ccc(OCC(=O)N2CCC(C(N)=O)CC2)cc1	-2	-0.1	6	-2	1	4	-58	-9

Brought forward from above: 4 compounds, followed by the next part.
SMILES	ARNT TACC3 PPI	E-selectin induc	RAD54 inh	PglD DTNB	CASP6 VEID inh	RAD52 inh	esBAF inh	ERp5 inh
COc1ccc(S(=O)(=O)N(C)C[C@@H]2Oc3ccc(NS(=O)(=O)c4cccs4)cc3CC(=O)N([C@H](C)CO)C[C@@H]2C)cc1	-4	-0.4	9	-2	-1	9	8	0
COc1cccc(OCCOCCOc2ccc(C)cc2[N+](=O)[O-])c1	-3	1.8	/	/	1	-18	/	-8
COc1ccc2c3c([nH]c2c1)[C@@H](CO)N(C(=O)C1CCOCC1)CC31CCN(Cc2nccs2)CC1	/	0.0	/	/	-2	12	/	-1
CN(C(=O)c1cccs1)c1ccc(OCC(=O)N2CCC(C(N)=O)CC2)cc1	-2	-0.1	6	-2	1	4	-58	-9
Cc1ccc(NC(=O)c2cc(=O)[nH]c3ccccc23)cc1	18	0.7	-14	5	-1	-10	5	4
Cc1ccc(C(=O)N/C(=C\c2cccs2)C(=O)NCCc2c[nH]c3ccccc23)cc1C	9	/	-4	-1	/	/	-6	/
O=C(COc1ccc(S(=O)(=O)N2CCCC2)cc1)NCC1CCCO1 (centres undefined)	-17	9.9	/	/	0	-3	/	-1
O=C(Cc1cccc2ccccc12)Nc1ccc(N2CCOCC2)cc1	-1	/	/	/	6	-3	/	0
C/C(CCC12CC3CC(CC(C3)C1)C2)=N\NC(N)=S	14	/	-7	1	/	/	5	/
O=C(Nc1cccc(F)c1)c1ccc(S(=O)(=O)N2CCOCC2)cc1	-3	2.1	3	-4	2	5	2	3
COc1ccc(NC2CCCN(C(=O)CCc3cccc(Cl)c3)C2)cc1 (centres undefined)	19	/	-20	-3	1	4	4	2
COc1ccccc1NC(=S)N1CCC(NC(=O)NC23CC4CC(CC(C4)C2)C3)CC1	0	/	-1	0	-3	-10	3	4
Cc1ccc(NC(=O)Nc2ccnc(-c3cccnc3)n2)cc1	2	1.0	/	/	3	-39	/	3
CCOC(=O)c1cccc(C(=O)Oc2ccccc2)n1	-3	/	1	1	-2	-6	-1	1
C[C@H](CO)N1C[C@H](C)[C@H](CN(C)C(=O)CCCN(C)C)OCCCC[C@H](C)Oc2ccc(NC(=O)Nc3cccc4ccccc34)cc2C1=O	-2	-0.1	10	2	-14	32	-3	0
CCc1cc(-c2n[nH]c(C)c2-c2nc3ccccc3n2C)c(O)cc1O	/	/	0	4	-1	4	/	6

(listing goes on)
SMILES	ARNT TACC3 PPI	E-selectin induc	RAD54 inh	PglD DTNB	CASP6 VEID inh	RAD52 inh	esBAF inh	ERp5 inh
CC1CC(C)CN(C(=O)c2ccc3ccccc3c2)C1 (centres undefined)	-7	4.5	/	/	-2	2	/	-2
COc1cccc(/C=C/C(=O)OCC(=O)Nc2nnc(-c3ccccc3)o2)c1OC	8	0.1	5	0	1	-9	-8	-10
COc1ccc(C2/C=C\CN3CCC[C@H]3C(=O)N2Cc2ccc(F)cc2)cc1 (some centres undefined)	1	2.5	-19	-2	2	-273	14	3
CCCCCCSc1cc(C)nc2ncnn12	-3	/	-4	1	-1	-7	-1	4
O=C(COC(=O)c1ccc[nH]c1=O)Nc1cc(S(=O)(=O)N2CCCCC2)ccc1Cl	-17	/	/	/	-1	-4	/	3
COc1ccc(NC(=O)CSc2ncn[nH]2)c([N+](=O)[O-])c1	5	/	2	0	/	/	0	/
COCCNC(=O)c1ccc2c(c1)S(=O)(=O)c1cc(Cl)ccc1C2=O	-2	-0.2	-1	-7	2	-17	4	9
CC(=O)Nc1cc(NC(C)=O)cc(C(=O)NC(C)(C)C)c1	0	/	-5	2	/	/	-5	/
Cc1nc(C(=O)NNC(=O)Nc2ccccc2)cs1	-3	1.6	0	6	2	-11	6	-1
COc1ccccc1CN1C[C@@H]2C[C@@H](c3cccc(O)c3)N3CCC[C@@]23C1=O	-6	/	/	/	2	-23	/	2
NC(=O)c1c(NC(=O)c2c(F)cccc2F)sc2c1CCN(Cc1ccccc1)C2	-4	3.0	-11	-5	-1	-199	7	0
COCC(=O)N1[C@H](CO)[C@H](c2ccccc2-c2cccc(F)c2)[C@@H]1C#N	/	0.0	/	/	2	-3	/	13

Other entries follow:
SMILES	ARNT TACC3 PPI	E-selectin induc	RAD54 inh	PglD DTNB	CASP6 VEID inh	RAD52 inh	esBAF inh	ERp5 inh
O=C1CCC/C(=N/Nc2ccc(Cl)cc2)C1	2	8.1	/	/	-4	-19	/	1
COC(=O)c1cc(=O)[nH]c(SCc2cccc(C)c2)n1	-11	-0.3	4	5	2	-12	-5	0
Cn1c(=O)cc(SCC(=O)N2CCN(C3CCCCC3)CC2)c2ccccc21	29	/	/	0	-5	-18	-7	2
O=C1CCC2CN3CCc4c([nH]c5ccccc45)C3CC2C1 (centres undefined)	/	0.0	-37	-4	16	-157	-2	-1
O=C(N/C(=C\c1ccc(Br)cc1)c1nc2ccccc2[nH]1)c1ccco1	-3	/	-12	4	/	/	20	/
O=C(C(Cc1ccccc1)n1cccc1)N1CCc2ccccc21 (centres undefined)	-4	0.9	6	-6	1	-15	-7	7
Cc1ccc([C@H]2C[C@H](n3cc(COC(=O)c4ccccc4)nn3)[C@@H](O)CN2CC2CCCCC2)cc1	/	/	2	-6	-4	-26	-5	-3
Cc1nonc1C1CCCN1C(=O)c1cc(COc2cccc(C(F)(F)F)c2)on1 (centres undefined)	-3	/	6	3	4	-6	-2	1
COC(=O)c1cc(NC(=S)N2CCN(C(=O)C3CCCO3)CC2)cc(C(=O)OC)c1 (centres undefined)	-8	/	0	8	-2	2	0	2
O=C(NC1CCC1)[C@@H]1[C@@H](CO)[C@@H]2Cn3c(ccc(C4=CCCC4)c3=O)[C@@H]2N1C(=O)C1CCC1	/	0.0	/	/	0	-16	/	-1
CCN(CC(=O)NCCCN1CCOCC1)S(=O)(=O)c1ccc(Cl)cc1	-7	/	4	3	-8	-9	-1	-2
O=C1C(=C(I)I)c2ccccc2-c2ccccc21	/	0.6	/	/	24	-15	/	-2

Following part:
SMILES	ARNT TACC3 PPI	E-selectin induc	RAD54 inh	PglD DTNB	CASP6 VEID inh	RAD52 inh	esBAF inh	ERp5 inh
C[C@@H]1CN([C@H](C)CO)C(=O)c2cccc(NC(=O)c3nc4ccccc4s3)c2O[C@@H]1CN(C)Cc1ccc(C(=O)Nc2ccccc2N)cc1	19	0.9	0	-3	-2	1	-12	-1
Cc1ccc(CNc2ccc3c(c2)OCO3)cc1	0	/	3	-2	/	/	18	/
CCN1CCN(C(=O)CN(C)S(=O)(=O)c2ccc(Cl)cc2)CC1	-7	/	4	-2	/	/	0	/
CC1(C)CC(=O)C=C(Nc2ccc([N+](=O)[O-])cc2)C1	0	/	-5	1	-7	-5	1	1
COc1ccc(-n2nc3c(c2NC(=O)C(C)Cl)CSC3)cc1 (centres undefined)	4	/	1	-6	-2	-14	7	-3
COc1ccc(CN2C[C@@H](CO)O[C@@H](n3cnc4c(NC5CCC5)ncnc43)C2)cc1	/	-0.1	7	11	-1	-11	-3	2
O=C(N[C@@H]1CC[C@@H](CCn2cc(-c3ccccn3)nn2)O[C@@H]1CO)c1ccncc1	77*	-0.5	-1	-2	1	-4	1	-1
CCC(=O)Nc1ccc2c(c1)C(=O)N(C)[C@@H]1CC[C@H](CC(=O)NCCc3ccncc3)O[C@H]1CO2	6	0.0	-5	0	0	-4	2	0
CCCCn1c(N)c(N(CCOC)C(=O)c2sc3cc(F)ccc3c2Cl)c(=O)[nH]c1=O	3	-0.4	-11	-3	0	-22	6	-3
Cc1ccc(Cn2ccc(-c3cnc(-c4ccccc4)s3)n2)cc1	1	/	-10	-3	/	/	79*	/
COC(=O)[C@]1(C)N[C@H](CN(C)C(=O)Nc2ccc(C)cc2)[C@@H]2C(=O)N(Cc3ccccc3)C(=O)[C@@H]21	-2	5.5	-3	1	2	-4	-2	4
CS(=O)(=O)N1CC2(C1)[C@H](c1ccccc1)[C@H](CO)N2CC1CC1	/	0.1	/	/	2	2	/	3

Next part.
SMILES	ARNT TACC3 PPI	E-selectin induc	RAD54 inh	PglD DTNB	CASP6 VEID inh	RAD52 inh	esBAF inh	ERp5 inh
O=C(Nc1nccs1)c1ccc2c(c1)C(=O)N(Cc1cccnc1)C2=O	-53	/	-7	-2	-9	-2	/	-4
C[C@H](O)C#Cc1ccc2c(c1)O[C@@H](CN(C)C(=O)C1CCC1)[C@@H](C)CN([C@@H](C)CO)S2(=O)=O	7	-0.1	-7	0	1	4	2	1
CC(O)(C#CCN1CCCC1)c1ccccc1 (centres undefined)	1	/	0	6	/	/	-1	/
CC(C)C[C@H]1CNC(=S)N1CC1CCCN1C[C@H](CC(C)C)N1C[C@H](Cc2ccccc2)N(CC2CCCCCC2)C1=S (some centres undefined)	-1	0.3	-4	-1	-1	-10	-7	0
COc1cc(C(=O)OCC(=O)N(CC(C)C)C2CCS(=O)(=O)C2)cc(OC)c1C (centres undefined)	-11	0.0	-4	-2	12	3	-2	4
C[C@H](CO)N1C[C@H](C)[C@@H](CN(C)S(=O)(=O)c2ccccc2)Oc2c(NC(=O)NC3CCCCC3)cccc2C1=O	-4&-4	-0.8&0.0	4&1	-1&-7	2&18	10&13	4&0	-4&4
O=C(NCCN1C(=O)S/C(=C\c2ccc(Cl)cc2Cl)C1=O)C1=COCCO1	2	2.2	-3	-1	39*	1	13	-3
OC(COc1ccc(OCC(O)CN2CCCCC2)cc1)CN1CCCCC1 (centres undefined)	-4	-0.2	-5	-6	-50	4	-1	0
CNC(=O)C[C@H]1CC[C@H]2[C@@H](COC[C@@H](O)CN2Cc2ccc(Cl)c(Cl)c2)O1	15	0.1	-10	-4	/	/	7	/
CC(C)(C)C(=O)NC(=O)Nc1ccccc1C(F)(F)F	-1	/	/	/	3	-8	/	4
CC1CCN(S(=O)(=O)c2ccc3c(c2)NC(=O)CS3)CC1	-2	/	0	2	-2	5	2	3
CCN(CC)S(=O)(=O)c1ccc(C(=O)NCCCN=C2NS(=O)(=O)c3ccccc32)cc1	-3	/	1	8	/	/	-8	/
C=CCNC(=O)c1c(C(F)(F)F)nn(C)c1Cl	-6	-0.7	/	/	/	-17	/	0
COc1ccc(NC(=O)c2cc(-c3ccco3)on2)cc1OC	-5	0.6	-20	1	2	-25	31	0

Source: PubChem
